From PubChem BioAssay
Myeloid diff MLP = compounds promoting myeloid differentiation; ER-HoxA9 myeloid progenitors, lysozyme-GFP differentiation, flow cytometry; 360,000 tested, 1% active; calls only at 10 µM;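 active means normalized GFP-positive differentiation at or above the plate's own cutoff, the solvent-only control mean plus 3 SD; inconclusive means no clear call, values can overlap the other calls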;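 further: cells exposed to compound for four days before flow analysis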
SIAH1 antagonists = blockers of Siah-1 interaction with plectin peptide – biochemical, fluorescence polarization, rhodamine-plectin, uHTS, primary screen (AID 1817) | Siah-1 / rhodamine-plectin peptide fluorescence polarization; higher % means a stronger effect | displacement, % at 20 µM, or IC50 in µM where a hit was titrated | 290,000 tested, 0.02% active;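 active means displacement of at least 50% at 20 µM, with a fluorescence ratio check between 0.3 and a set limit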;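 further: plate controls were Siah plus tracer with DMSO for no effect and tracer alone without Siah for full effect; strong numbers were not always called active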
Salmonella PhoP GFP = inhibitors of PhoP regulon expression, primary screen, Salmonella Typhimurium, GFP reporter (AID 1863). 300,000 tested, 0.16% active. S. Typhimurium PhoP-regulated promoter GFP reporter, 4 h; higher % means a stronger effect. inhibition, % at 50 µM, or IC50 in µM where a hit was titrated;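 active means inhibition over 29.93%, a cutoff 3 SD above the screen mean, later confirmed by dose response; inconclusive means inhibition over 29.93% but no dose response follow-up; inactive means inhibition at most 29.93% or unconfirmed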;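 further: 0% = low Mg2+ inducing control and 100% = high Mg2+ repressing control; strong numbers were not always called active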
RSV antiviral HEp-2 = RSV antiviral activity via CPE protection, HEp-2 cells, primary 10 µM value included (AID 2391); HEp-2 cells, RSV-induced CPE inhibition; higher % means a stronger effect; 310,000 tested, 0.13% active; one-dose CPE inhibition, % at 10 µM; IC50 in µM for titrated hits; in the data active means a potency from the dose series; inconclusive means CPE inhibition mostly from about 23% at the one dose, without a potency; inactive means the rest, 99 in 100 with CPE inhibition below about 21%; further: strong numbers were not always called active
Myeloid diff MLP GFP+ MAC1+ % = also measured in Myeloid diff MLP; calls as there; GFP+ MAC1+ double positive, %; measured here: differentiation confirmed by MAC1 staining
* hit, by the source's call; i = inactive; ? = inconclusive; / = no result given. Not all compounds are listed, so the mix of outcomes need not match the whole.

SMILES	Myeloid diff MLP	Myeloid diff MLP GFP+ MAC1+ %	SIAH1 antagonists	Salmonella PhoP GFP	RSV antiviral HEp-2
Fc1ccc2c(c1)c1n[nH]c(=S)nc1n2CCc1ccccc1	i	0.6	-7.6%	/	/
Cc1cccc(N(C(=O)c2snc(C(N)=O)c2N)C(C(=O)NC2CCCC2)c2ccco2)c1 (stereo not given)	i	0.4	-4.8%	/	/
COc1cc(-c2c(C(C)=O)c(C)nc3c2C(=O)c2ccccc2-3)cc(OC)c1OC	i	0.6	2.7%	/	/
Cc1nnc2sc(-c3ccc(N(C)C)cc3)nn2c1=O	i	0.4	1.2%	/	/
Cc1ccc(NC(=O)Nc2ccon2)cc1	?	/	9.9%	/	/
O=C(c1cc(COc2ccc(F)c(F)c2)on1)N1CCN(C/C=C/c2ccccc2)CC1	i	1.9	2.0%	/	/
O=C(NCCc1cccnc1)C1CCC(=O)N(Cc2ccc(Cl)cc2)C1 (stereo not given)	i	0.6	3.1%	/	/
COc1ccc2c(c1)c(C(C)=O)c(C)n2-c1ccc(C(C)=O)cc1	i	0.3	8.5%	/	/
CC(=O)NS(=O)(=O)c1ccc(NC(=S)NC(=O)C2CCC2)cc1	i	0.5	0.7%	/	/
CC1=NN(C(N)=S)C(=O)C1N=Nc1ccc(F)cc1 (stereo not given)	i	0.8	-3.4%	/	/
Cc1cc(NS(=O)(=O)c2ccc(NC(=O)COc3ccc(Cl)c(C)c3)cc2)no1	i	0.9	-2.2%	/	/
NC(=S)Nc1cccc(-c2n[nH]c(=S)o2)c1	i	0.3	3.3%	/	/
C/C(=N\N1CCN(c2ccccc2)CC1)c1ccc(O)cc1	i	0.6	2.7%	/	/
COc1ccc(-c2coc3cc4oc(=O)c(CC(=O)O)c(C)c4cc23)cc1	i	1.5	-0.7%	/	/
CCOc1ccc(Br)cc1C1=NN(C(C)=O)C(c2ccc([N+](=O)[O-])s2)O1 (stereo not given)	?	/	24.6%	/	/
CN1CCN(c2ccc(NC(=O)COc3ccccc3)cc2Cl)CC1	i	0.0	-5.0%	/	/
COc1ccccc1NC(=O)CN1CCN(CC(=O)Nc2cc(C)ccc2OC)CC1	i	0.2	-1.1%	/	/
O=C1CC(N2CCN(Cc3ccc(Cl)cc3)CC2)C(=O)N1CCc1ccccc1 (stereo not given)	i	0.8	-0.1%	/	/
COc1ccccc1CC(NC(C)=O)C(=O)NC1CCN(C(=O)NCc2ccccc2)CC1 (stereo not given)	i	0.1	-1.4%	/	/
CN(Cc1cnccn1)C(=O)c1cc(COc2cccc(C(F)(F)F)c2)on1	i	0.4	-2.7%	/	/
CCN(CC)C1CCN(C(=O)c2cc(COc3cccc4cccnc34)on2)C1 (stereo not given)	i	0.0	0.1%	/	/
CCOC(=O)N1CCN(C2CCCN(C(=O)c3ccccc3C(F)(F)F)C2)CC1 (stereo not given)	i	0.8	-5.8%	/	/
CC1CN(C(=O)c2ccc(NS(=O)(=O)c3ccc(C(C)(C)C)cc3)cc2)CC(C)O1 (stereo not given)	i	0.9	0.3%	/	/
CN(C)S(=O)(=O)n1cc(/C=C(\NC(=O)c2ccccc2F)C(=O)NCCCn2ccnc2)c2ccccc21	i	0.0	-4.1%	/	/
COc1ccc(-n2c(O)c(/C=C3\C=Nc4ccccc43)c(=O)[nH]c2=O)cc1	i	0.6	-1.6%	/	/
CCN(CC)CCN(C(=O)Cn1nnc(-c2ccc(C)o2)n1)C(C(=O)NC1CCCC1)c1ccc(F)cc1 (stereo not given)	i	0.4	0.2%	/	/
COc1ccc(CCCC(=O)NCC(=O)N/N=C/c2cc(Cl)ccc2OC)cc1	i	0.4	-2.3%	/	/
Cc1ccn(CC(=O)N2CCCC(N3CCN(c4ccccc4F)CC3)C2)n1 (stereo not given)	i	6.6	1.2%	/	/
COc1ccc(-n2c(SCC(=O)N3CCCCC3)nc3ccccc3c2=O)cc1	i	0.2	1.2%	/	/
CCN(CC)c1ccc(/C=N/NC(=O)c2ccc3c(c2)OCCO3)cc1	i	2.0	-2.3%	/	/
COc1ccc(CCC(=O)N2CCN(c3ccc(OC)cc3)CC2)cc1	i	0.0	2.6%	/	/
O=C(CSc1nc2ccccc2[nH]1)N/N=C/c1ccncc1	i	0.3	6.9%	/	/
COc1cccc(C2C(C(=O)c3cccs3)=C(O)C(=O)N2CCN2CCOCC2)c1OC (stereo not given)	i	0.5	2.4%	/	/
CCC(=O)Nc1nc(C)c(-c2csc(Nc3ccc(C(=O)O)cc3)n2)s1	i	0.6	-3.4%	/	/
CSc1ccccc1OCc1cc(C(=O)NCCc2nc(C)cc(C)n2)no1	i	0.0	-5.6%	/	/
CCc1ccc(S(=O)(=O)/N=C2\C=C(NS(=O)(=O)c3ccccc3)C(=O)c3ccccc32)cc1	i	0.6	-1.1%	/	/
Cc1ncoc1C(=O)NC1CCCc2c1cnn2-c1ccc(C(C)(C)C)cc1 (stereo not given)	?	/	-4.3%	/	/
CCOc1ccccc1N=Cc1c(O)n(C)c(=O)n(C)c1=O	i	0.2	3.9%	/	/
COc1ccc(CC(=O)N/N=C(\C)c2cccc(NC(=O)C3CC3)c2)cc1	i	1.9	-5.4%	/	/
COc1ccc(NC(=O)NC2(C)CCS(=O)(=O)C2)cc1 (stereo not given)	i	2.1	6.7%	/	/
CCn1cc(Cl)c(C(=O)Nc2nccs2)n1	i	0.7	-0.8%	/	/
Cc1cc(C)c2c(c1)/C(=c1/sc3n(c1=O)CN(c1ccccc1)CN=3)C(=O)N2	i	0.5	8.7%	/	/
Cc1ccc(/C=N/NC(=O)c2ccc(OC3CCCC3)cc2)o1	i	0.6	-2.7%	/	/
COc1cccc(CC(NC(C)=O)C(=O)NC2CCN(C(=O)c3ccncc3)CC2)c1OC (stereo not given)	i	3.8	0.5%	/	/
CCCc1ccc2oc(C(=O)NCCN3CCCC(O)C3)c(C)c2c1 (stereo not given)	i	2.8	-9.6%	/	/
COc1ccc(C(C(=O)NC2CCCCC2)N(Cc2ccco2)C(=O)c2snc(C(N)=O)c2N)cc1 (stereo not given)	i	4.0	4.0%	/	/
CSc1ccc(C(=O)N2CCC(CCC(=O)NCc3ccc(F)cc3)CC2)cc1	i	1.4	-0.3%	/	/
O=C(COc1ccccc1Cl)N1CCc2ccccc21	i	0.8	-0.2%	/	/
COc1ccccc1C(=O)N/N=C1/NC(=O)CC(C(=O)Nc2ccccc2)S1 (stereo not given)	i	0.3	4.2%	/	/
CN(C(=O)CCCN1CCCC1=O)C1CCCN(Cc2ccccc2F)C1 (stereo not given)	i	0.5	-3.1%	/	/
CC1CCc2sc3ncnc(N4CCN(C)CC4)c3c2C1 (stereo not given)	i	0.4	-0.8%	/	/
COc1ccc(C(=O)NN2C(=S)N(c3ccc(OC)cc3)C(=O)C2CC(N)=O)cc1 (stereo not given)	i	0.7	5.7%	/	/
O=C(Cc1ccccc1)NNC(=O)c1ccc(Br)o1	i	0.5	-2.0%	/	/
O=C(Nc1ccnn1C1CCN(C2CCCCC2)CC1)c1cccc(F)c1	i	1.0	-3.0%	/	/
COc1ccc(OC)c(Nc2nc(N)c([N+](=O)[O-])c(NCc3ccccc3)n2)c1	i	0.1	-4.5%	/	/
CCC(=O)Nc1ccc(NC(=O)CSc2nnnn2C2CCCC2)cc1C	i	0.4	-3.7%	/	/
Cc1ccc(OCC(=O)N/N=C/C=C/c2ccco2)c(Br)c1	i	1.5	0.3%	/	/
CC1(C)CC2(CCCN(C(=S)Nc3ccccc3)C2)CCO1 (stereo not given)	i	1.1	0.7%	/	/
CC1(C)Cc2nc3oc4c(=O)n(CC(=O)Nc5ccc(Cl)cc5)cnc4c3cc2CO1	i	0.3	-2.3%	/	/
CC(C)c1ccc(N(C(=O)c2snc(C(N)=O)c2N)C(C(=O)NCC2CCCO2)c2ccc(N(C)C)cc2)cc1 (stereo not given)	i	1.0	-4.8%	/	/

Next part.
SMILES	Myeloid diff MLP	Myeloid diff MLP GFP+ MAC1+ %	SIAH1 antagonists	Salmonella PhoP GFP	RSV antiviral HEp-2
COc1ccccc1-c1ocnc1C(=O)Nc1ccc(N2CCOCC2)cc1N1CCOCC1	i	1.4	-3.3%	/	/
COc1c(OC(C)=O)c(=O)n2c3ccccc3c3ccnc1c32	i	1.8	/	5.5%	/
COC(=O)c1c(C)cc(O)c(C)c1O	i	1.1	/	-0.6%	/
C[C@@H]1O[C@@H](OC[C@H]2O[C@@H](Oc3c(-c4ccc(O)cc4)oc4cc(O)cc(O)c4c3=O)[C@H](O)[C@@H](O)[C@@H]2O)[C@H](O)[C@H](O)[C@H]1O	i	2.7	/	3.5%	/
CCOC(=O)c1oc2cc(O)cc(O)c2c(=O)c1OCc1ccccc1	i	1.9	/	-0.1%	/
COC(=O)C1=C2c3[nH]c4ccccc4c3CCN2C(=O)CC1	i	2.4	/	4.9%	/
CC(C)=CCOc1ccc([C@@H]2COc3c(ccc4c3C=CC(C)(C)O4)C2)c(O)c1	i	16.5	/	9.0%	/
COCOc1ccc(C=O)cc1OCOC	i	3.5	/	6.0%	/
COc1ccc(C2CC(=O)c3c(O)cc(O)cc3O2)c(CC=C(C)C)c1OC (stereo not given)	i	2.9	/	6.9%	/
O=C(COC(=O)CCNS(=O)(=O)c1cccs1)Nc1ccccc1	i	0.6	/	/	-0.1%
O=C(COC(=O)c1cccc(S(=O)(=O)N2CCOCC2)c1)Nc1ccc(Cl)cn1	i	0.8	/	/	2.0%
O=C(NC1CC1)C1=C[C@H](c2coc3ccccc3c2=O)C[C@H](OCc2ccc(CO)cc2)O1	i	0.9	/	/	0.3%
Cc1noc(C)c1COc1ccc(C(=O)N(C)CCOc2ccccc2)cc1	i	1.4	/	/	0.2%
O=C1C=C(c2ccc3ccccc3c2)C[C@@H](c2ccc(F)cc2)C1	i	0.6	/	/	13.2%
COc1ccccc1NC(=O)C(C)OC(=O)CSCC(=O)Nc1cc(C)on1 (stereo not given)	i	0.4	/	/	2.1%
CCOc1ccc(N2C(=O)CC(Sc3nc4ccc(OCC)cc4s3)C2=O)cc1 (stereo not given)	i	0.5	/	/	-5.1%
